# LYPLA2 counter: LYPLA2 (human) inhibition in PME1 counter-screen. O95372. recombinant LYPLA2, FP-Rh probe fluorescence polarization. inhibition, % at 5.9 µM. 0.38% of 320,000 active. AID 2177;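 active means inhibition above the screen-wide mean plus 3 SD, limit set per campaign, cut at about 26% in these data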;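 further: 0% = LYPLA2 with DMSO and 100% = wells lacking LYPLA2 enzyme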
# Efflux pump mplx: blocks antifungal efflux pumps in multiplex yeast assay. 0.44% of 330,000 active. AID 485275. inhibition, % at 10 µM. S. cerevisiae Candida pump triplex, Nile Red efflux;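 active means plate passing quality check with inhibition over a set limit, or well fluorescence over plate mean plus 4 SD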;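 further: Nile Red retained in pooled yeast measured as flow cytometry median fluorescence; 0% = buffer negative control and 100% = Enniatin B positive control; higher means more Nile Red kept so more efflux inhibition; some compounds called inactive have numbers as strong as hits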
# PREPL inh: inhibitors of human prolyl oligopeptidase-like enzyme PREPL; Q4J6C6; recombinant PREPL, fluorescence polarization activity-based probe; inhibition, % at 5.96 µM; 0.68% of 320,000 active; AID 2751; in the data active means inhibition above about 43%;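 further: 0% = enzyme with DMSO and 100% = wells lacking enzyme; many of its hits are not listed in these tables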
# Target sequence (Q4J6C6 whole entry, looked up): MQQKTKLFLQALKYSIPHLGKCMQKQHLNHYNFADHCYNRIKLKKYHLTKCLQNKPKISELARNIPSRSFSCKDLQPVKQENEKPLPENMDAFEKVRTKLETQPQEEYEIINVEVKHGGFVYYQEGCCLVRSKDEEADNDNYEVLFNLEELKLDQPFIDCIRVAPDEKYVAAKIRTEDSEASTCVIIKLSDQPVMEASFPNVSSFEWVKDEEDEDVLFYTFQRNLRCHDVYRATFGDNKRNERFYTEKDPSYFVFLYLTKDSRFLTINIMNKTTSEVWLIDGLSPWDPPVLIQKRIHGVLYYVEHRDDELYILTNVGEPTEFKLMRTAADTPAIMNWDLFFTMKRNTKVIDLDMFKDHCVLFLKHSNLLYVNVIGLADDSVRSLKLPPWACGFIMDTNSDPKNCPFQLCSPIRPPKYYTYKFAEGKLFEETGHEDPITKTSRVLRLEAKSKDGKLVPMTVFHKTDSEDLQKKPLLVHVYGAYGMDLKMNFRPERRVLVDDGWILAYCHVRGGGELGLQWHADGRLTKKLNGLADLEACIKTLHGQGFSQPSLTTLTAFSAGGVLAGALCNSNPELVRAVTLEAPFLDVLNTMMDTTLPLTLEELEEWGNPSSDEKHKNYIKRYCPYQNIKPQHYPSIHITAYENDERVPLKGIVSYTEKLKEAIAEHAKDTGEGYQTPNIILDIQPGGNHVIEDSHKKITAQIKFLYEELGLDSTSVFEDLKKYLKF
# PP1 inh: blocks human PP1-alpha phosphatase, a PP5 counter-screen; AID 2235; inhibition, % at 6.7 µM; purified PP1alpha, OMFP fluorescence; P62136; 0.9% of 320,000 active;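 active means inhibition above the mean inhibition of all tested compounds plus 3 SD, computed separately for each screening campaign, cut at about 15% in these data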
# Target sequence (P62136 whole entry, looked up): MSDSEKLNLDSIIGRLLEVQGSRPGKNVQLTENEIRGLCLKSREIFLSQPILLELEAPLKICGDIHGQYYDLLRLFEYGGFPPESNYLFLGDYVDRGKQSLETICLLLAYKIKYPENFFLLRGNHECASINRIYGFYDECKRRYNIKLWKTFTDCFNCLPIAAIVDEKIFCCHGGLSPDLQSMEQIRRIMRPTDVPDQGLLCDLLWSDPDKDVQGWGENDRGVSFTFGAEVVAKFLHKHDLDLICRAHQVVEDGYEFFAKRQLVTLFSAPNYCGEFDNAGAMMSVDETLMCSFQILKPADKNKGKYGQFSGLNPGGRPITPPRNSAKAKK
# TPT1 inh: inhibitors of Candida albicans tRNA 2'-phosphotransferase TPT1 | AID 1962 | inhibition, % at 5 µM | 0.81% of 300,000 active | recombinant caTPT1, FP RNA substrate dephosphorylation;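 active means inhibition above the mean of all tested compounds plus 3 SD, set per screening campaign, cut at about 24% in these data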;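 further: plate controls were DMSO alone for no effect and ferristatin control at 100 nM for full effect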
# GASC-1 inh: human JMJD2C demethylase inhibition. inhibition, % at 2.35 µM. 0.069% of 330,000 active. GST-JMJD2C(1-420) H3K9me3 demethylation, DELFIA europium;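 active means more than half of a compound's replicate wells show inhibition beyond 50%, single wells judged on their own value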;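 further: signal counts dimethyl H3K9 product captured on neutravidin plate; 0% = median of DMSO wells and 100% = 0.3 times that DMSO median; strong numbers were not always called active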
# Fh CTSL1 inh: cathepsin L1 inhibition, PFM18AAP counter-screen | recombinant F. hepatica cathepsin L1, Z-Leu-Arg-MCA fluorescence | inhibition, % at 5.96 µM | 0.49% of 300,000 active | AID 1906;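 active means inhibition above the mean of all tested compounds plus 3 SD, set per screening campaign, cut at about 17% in these data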;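 further: 0% = plate median of test compound wells and 100% = 1 µM Z-Phe-Ala-diazomethylketone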
# PP5 primary: blocks human protein phosphatase 5 activity; P53041; purified PP5c, OMFP substrate fluorescence; inhibition, % at 6.7 µM; 0.18% of 320,000 active; AID 1987;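 active means inhibition above the campaign's mean inhibition across all tested compounds plus 3 SD, cut at about 9.5% in these data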;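 further: 0% = DMSO only and 100% = 100 µM cantharidin control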
# HCV core dimer: HCV core protein dimerization inhibition. TR-FRET GST/Flag-core106 dimerization, 1536-well. inhibition, % at 5 µM. 0.33% of 300,000 active. AID 1899;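 active means inhibition above the mean of all tested compounds plus 3 SD, set per screening campaign, cut at about 45% in these data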
#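 Assay system – GST-tagged and Flag-tagged HCV core protein residues 1-106 · Quantity – core106 proteins, GST 13.5 nM and Flag 17 nM · Benchmarks – unlabelled core106 and no-GST-core106 wells · Read-out basis – percent inhibition of core106 dimerization signal · Detection – time-resolved FRET, ex 340 nm, em 617 and 671 nm · Schedule – 4 h at 22.5 °C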
# Numbers without * were called inactive; x = no result given.
SMILES,LYPLA2 counter,Efflux pump mplx,PREPL inh,PP1 inh,TPT1 inh,GASC-1 inh,Fh CTSL1 inh,PP5 primary,HCV core dimer
O=C(COc1ccccc1)NCC(=O)NC1CCCCC1,10.5,-0.1,4.9,-3.0,-1.9,-4.1,0.6,-4.2,0.9
CCN(Cc1ccccc1)S(=O)(=O)c1ccc(C(=O)N(CCCN(C)C)c2nc3cc4c(cc3s2)OCCO4)cc1,-0.3,0.3,-1.3,10.6,2.2,-2.3,7.8,3.3,-0.9
CCOc1ccc(S(=O)(=O)N(CC(=O)NCc2ccncc2)c2ccc(C)cc2)cc1,1.3,-0.1,-8.4,2.1,-2.0,-0.8,-1.5,3.1,2.2
CN(CC(=O)NCc1ccccn1)S(=O)(=O)c1ccc(Cl)cc1,5.2,-0.3,10.5,-2.4,1.0,-13.1,2.7,0.9,-2.1
Cc1cccc(NC(=O)NC2CCCc3ccccc32)c1 (stereo not given),5.7,0.0,9.3,-1.7,-1.4,14.7,0.7,2.6,-0.7
CCCN1CCN(C(=O)C2CCN(S(=O)(=O)c3ccc4c(c3)NC(=O)C(C)S4)CC2)CC1 (stereo not given),-0.3,0.0,1.3,5.5,9.1,2.2,-2.0,1.7,7.0
c1ccc(Cn2c(CSc3nnnn3-c3ccccc3)nc3ccccc32)cc1,1.1,-0.1,-15.9,-4.9,0.3,-6.2,2.3,-1.4,7.3
NC(=O)C1CCN(c2ccc3c(c2)S(=O)(=O)c2ccccc2C3=O)CC1,-36.8,-0.1,3.6,2.4,30.8*,-6.3,-1.3,-3.0,4.0
COC(=O)C1N[C@@H]([C@@H](NC(=O)COc2ccccc2)C(=O)NC2CC2)SC1(C)C (stereo not given in full),-4.9,0.0,-2.4,-5.2,-3.0,1.8,-1.8,-0.5,7.0
CCOc1cc(/C=C2/C(=N)N3OC(C)=CC3=NC2=O)ccc1OCCOc1ccccc1,-4.6,-0.2,22.0,-0.7,18.2,-1.7,-1.6,1.5,13.2
OCCCc1nc2n(n1)C(c1ccccc1)C=C(c1ccccc1)N2 (stereo not given),5.1,0.0,-2.2,-0.4,-5.7,-13.0,0.3,2.2,-3.0
CC(=O)c1c(N2CCCC2)nc(=S)n(-c2ccccc2)c1C,-0.8,-0.1,24.8,-3.0,-4.1,-3.8,3.4,2.2,-4.3
COc1ccc(/C=C/C(=O)OCC(=O)NC(=O)NC(C)(C)C)cc1,3.4,0.1,4.2,-2.9,-1.4,-8.5,-1.5,0.9,2.4
O=C1N/C(=C/c2ccsc2)C(=O)N1c1ccccc1,-1.3,0.0,-7.8,7.0,-1.9,2.4,1.5,0.9,-0.2
COc1ccc2cc(/C=N/NC(=O)c3c(Cl)cnn3C)c(Cl)nc2c1,-3.0,-0.1,7.0,1.5,-1.6,4.1,1.4,1.4,-0.9
CCOC(=O)CSc1ncnc2c(C(=O)OCC)c3n(c12)CCC3,0.0,-0.1,2.2,-3.4,-0.4,-3.4,-2.4,1.1,6.9
COc1ccccc1NC(=O)CSc1n[nH]c(Cc2ccccc2)n1,-2.6,0.5,11.8,-4.8,-0.8,22.3,-3.3,2.9,7.4
CCOC(=O)N1CCN(C(=O)CCc2c(C)nc3c(c(C)nn3-c3ccc(C)c(C)c3)c2C)CC1,7.3,0.1,5.4,-3.2,2.7,29.0,5.4,0.9,4.5
Cc1ccnc(NS(=O)(=O)c2ccc(NC(=O)c3ccc([N+](=O)[O-])s3)cc2)n1,7.9,-0.6,19.1,-1.9,-0.1,-1.4,4.2,-0.4,0.4
COc1cc(C2NC(=O)c3ccccc3O2)cc(OC)c1OC (stereo not given),3.3,0.1,5.8,-4.8,0.5,0.4,1.4,1.3,3.9
O=C(CCc1nc2ccccc2c(=O)[nH]1)N1CCN(c2ccc(F)cc2)CC1,-0.1,-0.1,10.2,-2.2,-0.8,5.4,3.1,-0.2,-0.2
COc1ccc(N2CCN(CCCNC(=O)C3CCCN(S(=O)(=O)c4c(C)n[nH]c4C)C3)CC2)cc1 (stereo not given),2.3,-0.1,14.9,0.9,-6.5,-19.7,-2.8,-1.1,-0.6
COc1cccc(-c2cc(C(F)(F)F)nc(N3CCOCC3)n2)c1,5.5,-0.1,-1.5,-3.2,-9.4,1.2,-2.5,1.3,1.7
Cc1cc(C(=O)NNC(=S)NCc2ccccc2)cs1,-3.0,0.0,3.7,-3.6,0.9,2.6,4.4,-1.5,4.6
CCCCn1c(N)c(N(CCOC)C(=O)c2ccc(-n3c(C)ccc3C)cc2)c(=O)[nH]c1=O,2.6,0.1,8.4,-1.4,0.6,-0.5,0.8,-1.1,-1.7
O=S(=O)(Nc1ncccn1)c1ccc(NS(=O)(=O)c2cc(Cl)ccc2Cl)cc1,5.6,0.0,0.7,-4.1,-0.8,-58.2,0.1,1.2,-2.6
COCCn1c(=NC(=O)c2ccc(S(=O)(=O)N3CCOCC3)cc2)sc2cc(S(N)(=O)=O)ccc21,14.9,-0.1,-6.9,0.7,-3.6,-6.9,1.8,3.6,2.8
Cc1ccc(NC(=O)C(C)OC(=O)Cc2c[nH]c3ccccc23)cc1 (stereo not given),-3.3,0.2,-4.5,-0.9,1.1,3.3,1.2,2.1,-3.4
Cc1ccc(F)cc1NC(=O)c1c(-c2ccccc2)noc1C,0.6,0.0,-6.7,-3.8,-2.0,43.4,2.0,-0.6,-1.8
C=CCn1c(SCC(=O)Nc2nnc(CC)s2)nnc1-c1ccco1,2.6,-0.1,6.4,1.6,1.7,-2.3,1.9,3.6,5.0
COc1ccc(OC)c(S(=O)(=O)N2CCCC(C(=O)NCc3ccco3)C2)c1 (stereo not given),1.5,-0.1,3.2,3.0,4.3,2.3,-0.6,2.5,5.7
O=C(Nc1cccc(F)c1)Nc1cnccn1,4.3,0.0,-9.1,-7.6,-3.4,-3.9,-3.5,1.6,3.5
O=C(Nc1ccc2c(c1)OCO2)C(c1ccccc1)N1CCCCC1 (stereo not given),2.0,-0.1,0.9,-0.1,-2.0,3.3,2.0,1.3,-3.2
CC(=O)Nc1ccc(S(=O)(=O)Oc2ccc(C(=S)N3CCC(O)CC3)cc2)cc1,0.7,-0.1,0.5,1.1,1.0,-3.2,4.0,0.0,5.2
COc1cccc(CNC(=O)CN2C(=O)COc3ccc(S(=O)(=O)N4CCC(C)CC4)cc32)c1,0.7,0.0,-0.8,-0.3,-2.3,-1.2,1.9,0.1,1.2
Cc1ccc(C(=O)CN2CCC(NC(=O)C3CCCCC3)CC2)cc1,-4.7,0.7,9.7,-4.4,9.3,6.9,11.0,2.3,13.8
CC(=O)Nc1ccc(NC(=O)CN(c2ccc(C34CC5CC(CC(C5)C3)C4)cc2)S(C)(=O)=O)cc1,-17.8,0.0,-1.2,0.5,-2.5,5.6,0.9,-0.4,8.8
CCC(=O)Nc1ccc(C(=O)OCc2ccccc2)cc1,10.2,0.0,-5.0,-2.1,0.2,-2.9,-0.6,5.7,-1.4
CCC(=O)Nc1c2c(nn1-c1ccc(F)cc1)CS(=O)C2 (stereo not given),0.7,-0.1,0.1,-2.9,-0.7,3.7,3.8,2.6,-3.0
CCOC(=O)/C(=N/Nc1ccc(Cl)cc1)S(=O)(=O)c1ccccc1,4.1,-0.1,-1.7,0.2,-6.5,2.8,0.4,3.3,7.0

# Quoted at random: 3 entries already listed.
SMILES,LYPLA2 counter,Efflux pump mplx,PREPL inh,PP1 inh,TPT1 inh,GASC-1 inh,Fh CTSL1 inh,PP5 primary,HCV core dimer
O=S(=O)(Nc1ncccn1)c1ccc(NS(=O)(=O)c2cc(Cl)ccc2Cl)cc1,5.6,0.0,0.7,-4.1,-0.8,-58.2,0.1,1.2,-2.6
Cc1ccc(F)cc1NC(=O)c1c(-c2ccccc2)noc1C,0.6,0.0,-6.7,-3.8,-2.0,43.4,2.0,-0.6,-1.8
COc1ccc(N2CCN(CCCNC(=O)C3CCCN(S(=O)(=O)c4c(C)n[nH]c4C)C3)CC2)cc1 (stereo not given),2.3,-0.1,14.9,0.9,-6.5,-19.7,-2.8,-1.1,-0.6

# Later entries
SMILES,LYPLA2 counter,Efflux pump mplx,PREPL inh,PP1 inh,TPT1 inh,GASC-1 inh,Fh CTSL1 inh,PP5 primary,HCV core dimer
CC(=O)Oc1c(C)c(OC(C)=O)c2c(c1C(C)=O)OC1CC(=O)C(C(C)=O)=C(O)C21C (stereo not given),1.7,0.4,9.6,-1.5,4.7,-19.5,4.8,-1.8,-8.0
Cc1cc2nc(/C=C/c3nc4cc(C)c(C)cc4[nH]3)[nH]c2cc1C,-13.5,0.2,-5.1,12.1,13.3,-23.1,4.5,2.8,4.9
Cc1ccccc1NC(=S)NNC(=O)c1cccc(Br)c1,-4.3,0.2,4.2,-1.1,-0.5,0.8,-3.4,0.3,2.4
CCOCc1c(C(=O)OCC(=O)Nc2ccc(C)c(S(=O)(=O)N(C)C)c2)oc2ccccc12,-26.9,0.2,9.6,0.3,0.8,9.0,-7.1,4.2,2.0
COc1cc([N+](=O)[O-])ccc1NC(=O)CCS(=O)(=O)c1ccc2c(c1)n(C)c(=O)c(=O)n2C,-4.3,-0.1,-6.0,9.9,4.8,0.4,0.3,4.1,-1.5
COc1ccc(C2=C(C=O)Cc3ccccc3O2)cc1,2.4,0.1,12.0,-1.7,-4.0,0.7,0.9,2.5,0.2
CC1(C)OC(=O)C(=CNNc2c(Cl)cc(Cl)cc2Cl)C(=O)O1,2.6,-0.1,-4.0,-5.3,0.8,-18.9,1.0,0.1,0.0
Cc1ccsc1CN(C)C(=O)c1cc(S(=O)(=O)N2CCOCC2)ccc1N1CCCC1,4.2,0.1,12.8,2.3,x,3.7,x,-0.6,x
Oc1cc(OCc2ccccc2)ccc1-c1[nH]ncc1-c1ccccc1,-10.1,0.1,9.1,4.4,1.0,-19.6,0.1,5.1,-1.0
COc1cccc(OC)c1C(=O)NC(=O)Nc1c(F)c(F)c(F)c(F)c1F,0.6,0.0,2.9,-4.3,4.0,7.5,-1.2,-1.7,2.8
Cc1cc(=O)n(-c2ccc3ccccc3n2)[nH]1,-3.8,0.1,20.3,-0.9,1.8,2.7,-3.2,-1.7,-8.0
Cc1ccc2cccc(NC3OC(=O)c4ccccc43)c2n1 (stereo not given),5.5,0.0,-2.6,-1.9,-1.2,5.2,-6.9,4.1,-7.5
CCOC(=O)c1c(C)oc2c1c1c(c3ccccc32)OCN(Cc2ccccn2)C1,-0.9,-0.1,6.0,-1.0,-3.5,5.9,2.3,2.7,-7.8
COc1ccc(C)cc1NC(=O)CCN1CCN(c2ccccc2)CC1,-5.5,0.6,25.1,1.9,-0.2,-5.8,-1.1,0.9,-3.4
Cc1cc(C)c2c(n1)sc1c(=O)n(-c3ccccc3)c(=O)[nH]c12,-2.0,1.6,9.6,-13.0,-4.1,4.8,-12.3,-3.0,-4.3
CCOC(=O)N1CCN(CC(=O)Nc2c(C(=O)OC)[nH]c3cccc(Cl)c23)CC1,-4.2,0.7,-11.7,-5.6,0.1,-0.5,2.7,3.8,-5.3
COc1ccccc1NC(=O)c1cc(OC)c(OC)cc1[N+](=O)[O-],10.3,-0.1,0.3,-3.1,-2.4,-0.2,-3.5,-0.3,-1.3
O=C1C(C2=NC(c3ccccn3)C3C(=O)N(c4ccc(Cl)cc4Cl)C(=O)C23)=C(O)c2ccccc21 (stereo not given),-0.9,0.2,0.5,1.1,-5.4,-2.2,-4.5,1.6,3.5
CC(=O)Oc1cc2c(C(C)=O)coc2c2ccccc12,-4.6,0.0,5.9,1.2,-2.5,-3.1,-46.7,1.6,-9.6

# Source: PubChem

# An excerpt; the hit share may differ from the screen's.
